Menin MLL FP TR: qHTS Assay for Inhibitors Targeting the Menin-MLL Interaction in MLL Related Leukemias: Competition With Texas Red Labeled MLL-derived Mutant Peptide. Menin + Texas Red MLL mutant peptide, fluorescence polarization. Potency, µM (doses to about 61.6 µM), for inactives: at the top dose FP activity change, negative = inhibition, most hits filed as inhibitors. 0.23% of 270,000 active; active = well fitted inhibition curve with a large enough effect in the polarisation, with a control signal flat, not every such curve was filed as active; inconclusive = small, poorly fitted or top-dose-only effect, or effect the other way, or a change in a side signal; inactive = no such curve, though single readings can be large or run the other way; the % refers to the polarisation; note: % of control where 0% means no effect; many of its hits are not listed in these tables
Target sequence (O00255 whole entry, looked up): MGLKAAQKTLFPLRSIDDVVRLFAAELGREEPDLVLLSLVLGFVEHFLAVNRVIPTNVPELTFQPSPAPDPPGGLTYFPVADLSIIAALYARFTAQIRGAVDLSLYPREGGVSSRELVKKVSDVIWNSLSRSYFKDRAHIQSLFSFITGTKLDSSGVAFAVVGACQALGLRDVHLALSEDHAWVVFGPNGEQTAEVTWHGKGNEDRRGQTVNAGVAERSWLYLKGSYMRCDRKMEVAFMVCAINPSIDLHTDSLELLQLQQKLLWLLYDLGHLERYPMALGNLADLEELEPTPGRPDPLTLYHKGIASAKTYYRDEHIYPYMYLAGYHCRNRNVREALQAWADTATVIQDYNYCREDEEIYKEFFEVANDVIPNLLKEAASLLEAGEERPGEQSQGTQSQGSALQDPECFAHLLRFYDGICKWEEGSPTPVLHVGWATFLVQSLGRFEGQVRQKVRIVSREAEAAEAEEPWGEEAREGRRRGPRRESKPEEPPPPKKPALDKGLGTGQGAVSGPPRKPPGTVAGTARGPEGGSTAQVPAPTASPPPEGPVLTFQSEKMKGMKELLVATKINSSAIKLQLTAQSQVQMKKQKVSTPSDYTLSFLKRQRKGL
Starred values were filed as active, the others as inactive; ? = inconclusive; [ ] = remark or other dose. Potency is the fitted concentration of half-maximal effect.

Menin MLL FP TR	Structure
19.1%	CC(C)C[C@H](NC(=O)N1CCCCCC1)C(=O)N[C@H](Cc1cn(C)c2ccccc12)C(=O)N[C@H](Cc1ccccn1)C(=O)O
-13.6%	CC(=O)NCCNc1ncnc2ccc(-c3ccc4c(c3)OCO4)cc12
6.7%[11.7 µM]	CCN1C(=O)[C@H]2[C@H]3[C@H](O)[C@H](O)C/C(=N/OCC[C@H]4C=C[C@H](OC(C)=O)[C@@H](COC(C)=O)O4)[C@@H]3CC[C@@H]2C1=O
4.2%	CS(=O)(=O)N1CCC[C@@]2(CCN(C(=O)Nc3cccc(F)c3)C2)C1
11.9%	O=C(Nc1cccc(F)c1)N1CCC2(CC1)CCN(C(=O)c1csnn1)CC2
-1.5%	COc1ncc2nc(C)c(=O)n(C[C@H]3CCCO3)c2n1
-1.8%	COC(=O)[C@@]1(Cc2ccc(F)cc2)[C@H]2c3cc(C(=O)N4CCCC4)n(CCc4ccc(OC)c(Br)c4)c3C[C@H]2CN1C(=O)c1ccccc1
6.5%	COc1ccc(-n2c(=O)cnc3cnc(N4CCN(C)CC4)nc32)cc1
-2.4%[11.7 µM]	CCN1C(C)=C(C(=O)OC)C(c2ccccc2)N2C(=O)[C@](O)(C(=O)OC)C(c3ccccc3)C(C(=O)c3ccccc3)=C12 (stereo partly drawn)
-19.1%	Cc1ccc(SCC(Cc2ccccc2)N2CCN(CC(C)C)CCC2=O)cc1 (stereo not drawn)
-0.9%	O=C(NCc1ccccc1)C1(C(F)(F)F)C/C(=C/Cc2ccccc2)CCCO1 (stereo not drawn)
3.9%	CC1(C)OC2CC3C4CCC5=CC(=O)CCC5(C)C4(F)C(O)CC3(C)[C@]2(C(=O)CCl)O1 (stereo partly drawn)
9.7%	COc1ccc(-c2nc3cnc(N(C)C)nc3n(CCC#N)c2=O)cc1
?	COc1ccc(S(=O)(=O)Nc2cc(OC)cc3cccnc23)cc1
-0.7%	COc1ccccc1CNc1cc(-c2cccc(C#N)c2)ncn1
-7.6%	COc1ccc(OC)c(C2=Nn3c(nnc3-c3ccccc3OC)SC2)c1
14.7%	C[C@H]1CCCC(=O)CCC/C=C/c2c(O)cc(O)cc2C(=O)O1
?	CCc1ccc2c(O)c3c(cc2c1C(=O)OC)C(=O)c1c(O)ccc(O)c1C3=O
?	N#Cc1ccccc1-c1ccc2ncnc(NCc3ccccc3)c2c1
6.0%	Cn1cccc1C(=O)N1CCC[C@@]2(CCN(C(=O)Nc3cccc(F)c3)C2)C1

By substructure, the compounds so far containing sulfur (five)
Menin MLL FP TR	Structure
4.2%	CS(=O)(=O)N1CCC[C@@]2(CCN(C(=O)Nc3cccc(F)c3)C2)C1
11.9%	O=C(Nc1cccc(F)c1)N1CCC2(CC1)CCN(C(=O)c1csnn1)CC2
-19.1%	Cc1ccc(SCC(Cc2ccccc2)N2CCN(CC(C)C)CCC2=O)cc1 (stereo not drawn)
?	COc1ccc(S(=O)(=O)Nc2cc(OC)cc3cccnc23)cc1
-7.6%	COc1ccc(OC)c(C2=Nn3c(nnc3-c3ccccc3OC)SC2)c1

Next section.
Menin MLL FP TR	Structure
-6.5%	COC(=O)N1CCC[C@@]2(CCN(C(=O)Nc3ccccc3)C2)C1
?	Cc1cccc(C(=O)N2CCC(=O)N([C@H](COCc3ccc(Cl)cc3)Cc3ccccc3)CC2)c1
6.3%	Cc1cnc(CNc2ncnc3ccc(-c4ccccc4CN(C)C)cc23)cn1
-9.9%	CC[C@H](C)[C@H](NC(=O)[C@H](C)NC(=O)[C@H](CC(N)=O)NC(=O)[C@H](CCCCN)NC(=O)[C@H](Cc1ccccc1)NC(=O)[C@H](CC(C)C)NC(=O)[C@@H](NC(=O)[C@@H](NC(=O)[C@H](CC(C)C)NC(=O)[C@@H]1CCCN1C(=O)[C@@H](NC(=O)[C@H](CCC(N)=O)NC(=O)[C@H](CO)NC(=O)[C@H](CCCCN)NC(=O)[C@H](CCC(=O)O)NC(=O)[C@H](CO)NC(=O)[C@@H](NC(=O)[C@H](CCSC)NC(=O)[C@H](Cc1ccccc1)NC(=O)CNC(=O)CNC(=O)[C@@H](N)Cc1ccc(O)cc1)[C@@H](C)O)[C@@H](C)O)C(C)C)[C@@H](C)O)C(=O)N[C@H](C(=O)N[C@@H](CCCCN)C(=O)N[C@@H](CC(N)=O)C(=O)N[C@@H](C)C(=O)N[C@@H](Cc1ccc(O)cc1)C(=O)N[C@@H](CCCCN)C(=O)N[C@@H](CCCCN)C(=O)NCC(=O)N[C@@H](CCC(=O)O)C(=O)O)[C@@H](C)CC
7.2%	OC[C@@H]1O[C@H](OC2[C@@H](O)[C@@H](O)[C@@H](O)O[C@@H]2CO)[C@H](O)[C@@H](O)[C@@H]1OC1O[C@H](CO)[C@@H](O)[C@H](O)[C@@H]1O (stereo partly drawn)
-17.2%	COc1ccc(C(=O)N2CCC3(CCCN(C(c4ccccc4)c4ccccc4)C3)CC2)cc1
6.5%	FC(F)(F)c1ccccc1-c1nccc(N2CCNCC2)n1
0.1%	O=C(c1csnn1)N1CCC2(CCN(Cc3cc(C(F)(F)F)cc(C(F)(F)F)c3)CC2)CC1
3.4%	COc1ccc(CCC(=O)c2c(O)cc(OC3OC(CO)C(O)C(O)C3O[C@@H]3OC(C)C(O)C(O)C3O)cc2O)cc1O (stereo partly drawn)
16.0%	COc1cc(O)c(C)c(O)c1
?	CC(C)CN1CCC(=O)N(C(CSc2ccc(Br)cc2)Cc2ccccc2)CC1 (stereo not drawn)
8.4%	O=C1N[C@@H]2[C@H](CCCCC(=O)Oc3ccc([N+](=O)[O-])cc3)SC[C@H]2N1
3.8%	COS(C)(=O)=O
-15.3%	CCCCCCCCCCCCC(O)C(=O)O (stereo not drawn)
?	CC(=O)c1ccc(-c2cccc(C3C4C=CCCC4(C)C(=O)N3Cc3ccccc3)c2)cc1 (stereo not drawn)
-13.3%	CCC1=C2CC[C@H]3C(=O)N(c4ccccc4)C(=O)[C@H]3[C@H]2[C@@]2(Cc3ccccc3)C(=NCCc3c[nH]c4ccccc34)OC(=O)N2C1=O
5.7%	CCN(CC)CCn1c(-c2ccccc2)nc2c(NCCO)nc(C)nc21
10.7%	COc1cccc(Cn2c(=O)c(C)nc3cnc(Oc4cccc(Cl)c4)nc32)c1
?	COc1ccc2[nH]cc(CCNc3nc(-c4ccoc4)nc4ccccc34)c2c1
8.6%	CS(=O)(=O)N1CCC[C@@]2(CCN(C(c3ccccc3)c3ccccc3)C2)C1
24.5%	COc1ccc2nc3c(cc2c1)Cc1ccccc1-3
-7.2%	N#Cc1ccccc1-c1ccc2ncnc(NC3CC3)c2c1
-14.4%	CN1CCN(c2cc(-c3ccccc3C(F)(F)F)ncn2)CC1
?	CCOC(=O)N1CCN([N+]([O-])=NOc2cc(O/N=[N+](\[O-])N(C)C)c([N+](=O)[O-])cc2[N+](=O)[O-])CC1
7.9%	c1ccc(-c2nc(-c3cccs3)c(NC3CCCCC3)o2)cc1
-9.9%[11.7 µM]	C/C=C/C1=Cc2ccccc2C(CC(=O)OC)N1C(=O)OC (stereo not drawn)
-3.3%	COc1cc(OC)c2c(c1C(CCN1CCCC(C)C1)c1ccc(N(C)C)cc1)OC(=O)CC2c1ccc(N(C)C)cc1 (stereo not drawn)
-24.0%	CC(=O)OC1CC2C(C)(C)C(O)CC(O)[C@@]2(C)C2CC[C@@]3(C)C(=CC(=O)OC3c3ccoc3)[C@]12C (stereo partly drawn)
-0.3%	NCCC[C@@H](CC(=O)N[C@@H]1CCCC[C@H]1C(=O)N[C@H](CC(=O)N[C@@H](CCC(=O)O)CC(=O)O)Cc1ccccc1)NC(=O)C[C@H](Cc1ccccc1)NC(=O)[C@@H]1CCCC[C@H]1N
-11.4%[24.8 µM]	C=C1CC[C@@H]2O[C@@]2(C)CC[C@H]2[C@H]1CC2(C)C

Among those listed so far, these have an aryl thioether with sulfur outside any ring.
Menin MLL FP TR	Structure
-19.1%	Cc1ccc(SCC(Cc2ccccc2)N2CCN(CC(C)C)CCC2=O)cc1 (stereo not drawn)
?	CC(C)CN1CCC(=O)N(C(CSc2ccc(Br)cc2)Cc2ccccc2)CC1 (stereo not drawn)

Carrying on:
Menin MLL FP TR	Structure
-5.4%	CC(C)NC(=O)N1CCCC2(CCN(C(=O)c3ccncc3)CC2)C1
?	Cn1c(=O)c(-c2ccc(F)cc2)nc2cnc(Oc3ccccc3)nc21
6.7%[24.8 µM]	O=C1C[C@H](c2ccccc2)Oc2cc(O)cc(O)c21
?	CC(C)C[C@H](NC(=O)[C@H](C)NC(=O)CNC(=O)[C@H](CCCCN)NC(=O)[C@H](CCCN=C(N)N)NC(=O)[C@H](C)NC(=O)[C@H](Cc1ccccc1)NC(=O)[C@@H](N)CCCN=C(N)N)C(=O)N[C@@H](CCCN=C(N)N)C(=O)N[C@@H](CCC(N)=O)C(=O)N[C@@H](CCCCN)C(=O)N[C@@H](CC(N)=O)C(=O)N[C@H](C(N)=O)C(C)C
0.2%[11.7 µM]	COC(=O)C1=C(C(=O)OC)[C@@H]2N(C)c3ccccc3[C@@]23C[C@@H](C(=O)OC)N(S(=O)(=O)c2ccc(C#N)cc2)C3=N1
1.8%	CC1(C)SC2C(NC(=O)C(N)c3ccccc3)C(=O)N2C1C(=O)O (stereo not drawn)
39.8%[activator]	Oc1ccc(C2Oc3cc(O)cc(O)c3CC2O)cc1 (stereo not drawn)
?	COc1cccc(-c2cc(NCCc3c[nH]c4ccc(OC)cc34)ncn2)c1
0.2%	COCCn1c(=O)c(-c2cn(C)c3ccccc23)nc2cnc(Oc3ccc(OC)cc3)nc21
?	Cc1cc(=O)cc2oc3cc(N)c(-c4c(C)cc(O)cc4O)c(C)c3nc1-2
-5.1%	C=C/C1=C/Cc2ccccc2[C@H](C[N+](=O)[O-])C(C(=O)OC)(C(=O)OC)C1
?	N#C/C(=C\c1ccc(O)c(O)c1)C(=O)NCCCCc1ccccc1
20.7%	COCCn1c(=O)c(C)nc2cnc(Nc3cccc(OC)c3)nc21
?	COC(=O)CCCCCN1C(=O)NC(CC2CC2)C(C(=O)OCc2ccccc2)=C1C (stereo not drawn)
-0.1%	CCCn1c(C)nc2c(N3CCN(C)CC3)nc(C)nc21
-12.2%	CC1CC=CC2C1C(=O)N(Cc1ccccc1)C2c1ccc(-c2ccc(F)cc2)cc1F (stereo not drawn)
17.5%	O=c1c(-c2ccc(Cl)cc2)nc2cncnc2n1Cc1ccccc1Cl
-5.0%	Cc1ccccc1Nc1oc(-c2ccccc2)nc1-c1cccs1
8.4%	CCNC(=O)CCC(N)C(=O)O (stereo not drawn)
7.1%[11.7 µM]	CC1(OC(=O)c2ccc(Cl)nc2)C(=O)Cc2cc(-c3ccsc3)ncc2C1=O (stereo not drawn)
-3.9%	CC1CCC(C(C)[C@H]2CCC3C4CC(=O)C5C[C@@H](O)CC[C@]5(C)C4CC[C@@]32C)=NC1 (stereo partly drawn)
?	COc1ccc(OC)c2c(=S)c3ccccc3[nH]c12
1.3%[11.7 µM]	C/C=C/OC(=O)NC(c1ccccc1)[C@]1(C(C)=O)CCCC1=O (stereo partly drawn)
10.7%	N#CCCCS(=O)(=O)c1nc2ccccc2s1
-9.0%	COC(=O)[C@H](Cc1ccccc1)NC(=O)O[C@@H]1C(=O)c2cc(OC)ccc2O[C@H]1c1cccc(OC)c1
-4.1%	O=C(c1cc(C(F)(F)F)cc(C(F)(F)F)c1)N1CCC[C@@]2(CCN(c3ccncc3)C2)C1
5.7%	CC(C)NC(=O)N1CCCC2(CCN(C(=O)c3cccc(F)c3)CC2)C1
0.1%	CN1CCCC1CCO[C@@](C)(c1ccccc1)c1ccc(Cl)cc1 (stereo partly drawn)
4.9%	O=C(O)[C@H](Cc1c[nH]c2ccccc12)N1C(=O)C2=CCCC=C2C1=O
-0.2%[11.7 µM]	C=CCOC(=O)C(C(C)=O)C(NC(=O)OC)c1ccc2ccccc2c1 (stereo not drawn)
18.6%	CN(C)c1ncc2nc(CCc3ccccc3)c(=O)n(-c3ccccc3)c2n1
3.8%	CN(C)C(=O)Nc1ccc(Oc2ccc(Cl)cc2)cc1
-9.4%	COCCN(CCOC)c1nc(C)nc2c1nc(-c1ccccc1)n2CCN(C)C
-7.8%[24.8 µM]	O=C(/C=C/c1ccc(OCc2ccccc2)cc1)c1cccs1
-11.5%	C/C=C(\C)C(=O)OC1C(OC(=O)C2(C)OC2C)c2cc3ccc(=O)oc3cc2OC1(C)C (stereo not drawn)
-29.2%	CCCn1c(-c2ccc(F)cc2)nc2c(NCCN(C(C)C)C(C)C)nc(C)nc21
10.6%[24.8 µM]	Cc1onc(-c2c(Cl)cccc2Cl)c1C(=O)N[C@H]1C(=O)N2[C@H]1SC(C)(C)[C@H]2C(=O)O
1.0%	COC(=O)C1(C(=O)OC)CC2=CC(CC2=O)Cc2ccccc2[C@@H]1C[N+](=O)[O-] (stereo partly drawn)
-2.5%[24.8 µM]	COc1ccc2c(c1OC)C(=O)O[C@H]2C1c2c(cc3c(c2OC)OCO3)CCN1C (stereo partly drawn)
0.8%	CC(Nc1oc(-c2ccccc2)nc1-c1cccc2ccccc12)c1ccccc1 (stereo not drawn)
-7.8%	O=P1(O)OP(=O)(O)OP(=O)(O)O1.[Al]
2.5%	CC(C)CN1CCC2(CC1)CCN(C(=O)c1ccco1)CC2
1.0%	COC(=O)[C@@]1(Cc2ccc(OC)cc2)[C@@H]2[C@@H](CC(=O)[C@H]2CC(=O)C(=O)N2CCCC2)CN1C(=O)c1ccccc1
19.1%	O=c1cnc2cnc(OCc3ccccc3)nc2n1CCc1ccccc1
-9.9%	COc1ccccc1-c1ccc2ncnc(NCc3cccnc3)c2c1

From PubChem

Some of the compounds tested; rates above refer to the full screens.
